# MRP-1 activ: H69AR viability gain despite doxorubicin, primary screen, MRP-1 activator project, H69AR cells, CellTiter-Glo. AID 799, 2007. 0.61% of 140,000 active. viability rescue. viability increase, % at 10 µM;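 active = viability gain under doxorubicin at or above a set limit, the compound median plus 3 SD, cut at about 4.7% in these data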;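 note: MRP-1 overexpressing cells given doxorubicin 25 µM after compound pretreatment; 18-22 h compound pretreatment then 72 h with doxorubicin before readout; 0% = doxorubicin-only wells and 100% = vehicle-treated cells without doxorubicin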
# NPY-Y2 antag: NPY-Y2 receptor antagonists, primary screen, cell-based; NPY-Y2 expressing cells, antagonist mode; inhibition, % at 2.7 µM; 0.99% of 140,000 active; Neuropeptide Y receptor type 2 (Homo sapiens), P49146; AID 793, 2007; in the data active = inhibition above about 17%;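 note: 0% = vehicle with agonist challenge and 100% = reference antagonist with challenge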
# Target sequence (P49146 whole entry, looked up): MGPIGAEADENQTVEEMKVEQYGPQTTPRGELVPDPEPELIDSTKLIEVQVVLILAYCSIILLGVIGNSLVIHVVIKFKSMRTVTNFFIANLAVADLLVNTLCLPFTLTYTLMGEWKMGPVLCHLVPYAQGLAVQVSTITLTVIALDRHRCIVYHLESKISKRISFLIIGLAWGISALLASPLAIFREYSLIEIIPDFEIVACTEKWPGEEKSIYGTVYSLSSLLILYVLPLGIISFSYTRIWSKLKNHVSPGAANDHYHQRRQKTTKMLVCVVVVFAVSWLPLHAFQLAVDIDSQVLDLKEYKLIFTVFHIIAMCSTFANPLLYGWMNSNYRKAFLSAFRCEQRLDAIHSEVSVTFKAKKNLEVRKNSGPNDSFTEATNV
# E-sel TNF inh: E-selectin induction blockers in HUVEC – imaging, immunofluorescence, high content, primary screen. HUVEC TNFa-induced E-selectin immunofluorescence. inhibition, % at 2 µM. 0.71% of 120,000 active;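 active = inhibition above the batch mean plus 3 SD, and confirmed as a hit on visual image review, cut at about 43% in these data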;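 note: 0% = TNF-stimulated DMSO wells and 100% = unstimulated control wells; not every result past the cut was called active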
# Phagocyt inh: inhibitors of macrophage phagocytosis, primary screen, imaging, J774A.1 cells, IgG beads; J774A.1 macrophage IgG-bead phagocytosis; inhibition, % at 5 µM; 0.07% of 110,000 active;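 active = inhibition above the mean of the plate negative controls plus 5 SD, cut at about 13% in these data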;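 note: phagocytic index as fraction of beads internalized from green versus red external bead signal; plate controls were DMSO negative control for no effect and cytochalasin-D positive control for full effect; some results beyond the cut were filed as inactive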
# Yeast life ext: compounds extending yeast replicative lifespan, primary screen, S. cerevisiae, OD615; S. cerevisiae growth with nicotinamide; deaD strain in restrictive glucose medium; 0.68% of 130,000 active; AID 775, 2007; inhibition of the nicotinamide effect, % at 10 µM;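 active = inhibition above a set limit, placed 3 SD over the median of all compounds, cut at about 26% in these data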;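 note: 0% = nicotinamide-treated wells and 100% = cells grown without nicotinamide; some compounds called inactive have numbers as strong as hits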
#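 Assay system: DeaD-strain S. cerevisiae. Medium: CSMM-D glucose medium, restrictive. Reagent: nicotinamide, 1.5 mM, co-present with compound. Compound: 10 µM single point, 0.25% DMSO. Schedule: culture preincubation 4 h, compound exposure 48 h, both 30 °C. Detection: absorbance at 615 nm.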
# GALR2 antag: GALR2 antagonists in receptor-expressing cells, primary screen; antagonist mode; inhibition, % at 4 µM; 0.39% of 140,000 active; in the data active = inhibition above about 27%;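 note: cells stimulated with galanin 1-16 at roughly its EC80; 0% = agonist challenge control and 100% = basal control without agonist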
# Target sequence (O43603 whole entry, looked up): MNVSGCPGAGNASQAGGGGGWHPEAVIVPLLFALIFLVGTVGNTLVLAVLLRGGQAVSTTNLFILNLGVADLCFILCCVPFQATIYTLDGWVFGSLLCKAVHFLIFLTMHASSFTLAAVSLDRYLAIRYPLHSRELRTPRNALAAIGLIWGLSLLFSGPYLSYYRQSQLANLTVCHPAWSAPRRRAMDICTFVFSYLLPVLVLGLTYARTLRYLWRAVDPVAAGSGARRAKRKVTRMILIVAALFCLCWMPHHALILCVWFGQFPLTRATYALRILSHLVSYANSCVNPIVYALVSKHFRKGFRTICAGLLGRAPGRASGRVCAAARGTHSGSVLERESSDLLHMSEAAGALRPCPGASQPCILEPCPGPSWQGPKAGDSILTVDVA
# Measles CPE: compounds protecting cells from measles virus cytopathic effect, primary screen, measles RdRp inhibitor project, single point, MLSMR library, absorbance. 1.5% of 140,000 active. AID 841, 2007. protection (pct of control), % at 4 µM. Measles virus-infected cells, CPE protection; in the data active = protection mostly above about 24%, no sharp cut-off; inactive = mostly below about 26%; note: some compounds called inactive have numbers as strong as hits
# bCat KO growth: primary screen for growth suppressors in beta-catenin knockout HCT116 cells (colon tumor, human) | HCT116 beta-catenin knockout viability, CellTiter-Glo, 60 h; active compounds read low | viability, % at 10 µM | 1.5% of 140,000 active | AID 818, 2007;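 active = viability at or under a set limit, the compound median less 4 SD, cut at about 6% in these data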;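 note: 0% = Hyamine 1622 control at 20 µM and 100% = untreated cell control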
# HCT116 PTEN-null: growth suppression of PTEN-null HCT116, primary screen, cell-based, CellTiter-Glo. viability, % at 10 µM. 1.2% of 140,000 active. HCT116 PTEN-null viability, 60 h; active compounds read low;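 active = viability at or below a set limit, 4 SD under the median of all tested compounds, cut at about 3.7% in these data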;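 note: PTEN knockout HCT116 line with beta catenin targeted HCT116 as companion control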
# Yeast growth inh: growth inhibitors of yeast BB579 in restrictive medium, primary screen, yeast lifespan-shortening project, S. cerevisiae. OD615, 48 h. inhibition, % at 10 µM. 0.51% of 140,000 active. AID 804, 2007;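 active = inhibition above a set limit, 3 SD over the mean compound inhibition, cut at about 44% in these data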; note: inactives centre near -24
#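 controls = amphotericin B 10 µg/mL, positive | assay system = DeaD yeast strain BB579 | schedule = 48 h compound exposure at 30 °C after 4 h preincubation | detection = OD615 turbidity measurement | medium = restrictive CSMM-D medium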
# Active calls of the source: *; nt = not tested or not shown.
SMILES,MRP-1 activ,NPY-Y2 antag,E-sel TNF inh,Phagocyt inh,Yeast life ext,GALR2 antag,Measles CPE,bCat KO growth,HCT116 PTEN-null,Yeast growth inh
CCn1c(COc2ccc(=O)n(-c3ccccc3)n2)nnc1SCc1ccccc1C,-2.9,0,nt,0,-13,1,5,85,88,-14
CCOC(=O)c1c(-c2ccc(C)cc2)csc1NC(=O)/C(C#N)=C/c1ccc(O)c(OC)c1,-1.6,1,nt,12,5,-9,19,50,19,-24
COC(=O)c1ccsc1NC(=O)C1COc2ccccc2O1 (stereo unspecified),-1.3,7,-22,0,-12,15,13,86,93,-24
O=C(c1cc2ccccc2oc1=O)N1CCSC1c1ccco1 (stereo unspecified),-1.3,1,-5,8,-6,5,27,87,104,-52
C=CCn1c(SCC(=O)O)nnc1-c1cccs1,-0.2,1,9,-1,-12,-15,5,99,94,-39
CNC(=O)c1c(NC(=O)c2nc3ccccc3s2)sc2c1CCC2,-3.4,0,-3,nt,-7,-2,7,55,69,-22
O=C1NC2(CCCc3ccccc32)C(=O)N1Cc1nnc(-c2ccccc2Br)o1 (stereo unspecified),-1.6,3,8,1,-6,-3,6,80,78,-54
Cc1csc(NC(=O)CSc2nc3sc(C)c(C)c3c(=O)[nH]2)n1,-1.1,4,16,-1,-6,6,10,98,94,-44
Cc1cc(C)n(-c2ccc(C(=O)OCC(=O)Nc3cc(Cl)ccc3[N+](=O)[O-])cc2)n1,-2.4,5,nt,-6,-1,7,2,82,86,-49
O=C(c1ccc(CS(=O)(=O)c2ccc(Br)cc2)o1)N1CCOCC1,-0.1,0,nt,nt,-9,11,-1,94,101,-15
Cn1cc(CNC(=O)c2cc(-c3ccccc3)nc3ccc(Br)cc23)cn1,-2.1,1,5,-1,-4,3,11,77,84,-51
Cc1ccc(Nc2nc3ccccc3s2)cc1,-3.3,-2,22,-7,-10,5,18,79,92,-1
O=C(NCCN1CCc2ccccc2C1)C1CCN(S(=O)(=O)N2CCC3(CC2)OCCO3)CC1,-2.2,0,-11,nt,-21,4,6,85,90,-31
COc1cccc(NC(=O)c2ncn[nH]2)c1,1.6,2,-27,0,-3,1,2,95,107,-16
CSc1nc(N(C)NC(=O)c2ccc(Cl)cc2)c2ccccc2n1,-5.0,11,-6,-1,-6,7,17,14,14,-27
Cc1ccc(NC(=O)c2ocnc2C)cc1Cl,-0.5,1,nt,2,-8,0,17,96,92,-13
COc1ccccc1NC(=O)CSc1nc2ncccc2[nH]1,0.5,2,-26,-1,0,-5,9,94,106,-18
O=C(OC(C(=O)NC1CCCC1)c1ccc(F)cc1)c1ccno1 (stereo unspecified),1.1,1,11,1,1,3,4,76,93,-14
S=C(NCc1ccc(Cl)c(Cl)c1)Nc1ccc2c(c1)OCO2,-1.9,2,2,-4,-9,-2,6,98,103,24
COc1ccc(CCNC(=O)CCNC(=O)c2ccc(Cl)cc2)cc1OC,-1.2,3,nt,-3,-3,12,14,94,96,-1
O=C(C1=C(Nc2ccccc2)c2ccccc2S(=O)(=O)N1)c1ccccc1,-1.0,7,nt,9,1,-3,26*,80,84,9
CC(C)NC(=O)Cc1ccc(Br)cc1,-1.4,0,-11,-2,-2,5,3,99,91,-22
CCOc1ccccc1NC(=O)Cn1nnc(C(=O)NCc2ccco2)c1N,-5.0,2,nt,nt,-20,18,6,10,12,-17
Cn1cnnc1SCC(=O)c1cc2ccccc2oc1=O,-4.1,2,-21,0,-5,-5,4,93,91,-44
COc1cc(C(c2nnnn2C2CCCC2)N2CCc3ccccc3C2)ccc1O (stereo unspecified),-3.9,-2,nt,0,-12,-3,10,102,104,-28
O=C(CCc1ccccc1)NNC(=S)NC(=O)c1ccc(Cl)cc1,-0.1,3,-1,nt,-3,0,5,15,17,-31
Cc1nc(NCCCO)c(C#N)c2c1COC(C)(C)C2,-2.8,1,13,0,-16,-2,8,94,88,-31
O=C(Nc1cccc(-c2nnn(CC(=O)N3CCc4ccccc4C3)n2)c1)C1CCC1,-0.9,2,18,nt,-8,2,10,86,85,-55
Cc1ccc(C)c(NC(=S)NNC(=O)c2csc3c2CCCC3)c1,-1.3,6,-28,nt,-11,-9,38,63,63,11
CCn1c(SCC(=O)c2cc(C)n(-c3ccc(C(=O)OC)cc3)c2C)nnc1-c1cccnc1,-0.7,1,-18,-1,-7,-10,4,96,94,-8
CCOc1ccc(Br)cc1S(=O)(=O)N1CC(C)OC(C)C1 (stereo unspecified),-2.5,6,-13,-1,-1,1,5,91,92,-28
O=C(COC(=O)c1ccc(CSc2ccc(Cl)cc2)cc1)Nc1ccccc1,-1.0,5,-34,nt,10,-18,23,82,82,-48
COC(=O)CCCNS(=O)(=O)c1ccc2ccccc2c1,-1.9,6,1,nt,nt,0,3,100,87,-30
C[C@@H]1NC(=O)c2cc([N+](=O)[O-])cc(I)c2NCCCC[C@@H](C(N)=O)NC(=O)[C@H](CCC(=O)O)NC1=O,-0.5,-3,34,nt,4,-1,9,100,97,-18
C=CCc1cccc(/C=N/n2c(C)nnc2C)c1O,-2.3,6,-20,nt,0,0,2,96,98,-37
CCOC(=O)CN(C#N)c1nc(C)cc(C)n1,-0.5,1,24,1,18,2,13,106,90,-21
CC1=NNC(=O)C1CCC(=O)N/N=C(/C)c1ccc([N+](=O)[O-])cc1 (stereo unspecified),-2.3,3,nt,3,4,-7,5,91,103,-49
COc1cc(/C=C(\C#N)c2nc3c(s2)CC(C)CC3)ccc1O (stereo unspecified),-4.4,1,20,nt,-17,10,17,75,76,-54
COc1ccc(CCNC(=O)CSc2nc(-c3ccc(OC)c(OC)c3)ccc2C#N)cc1,-2.1,5,-1,-5,-7,-10,13,76,89,-21
CCOC(=O)c1ccc2[nH]c3c(c2c1)CCCCC3=O,-1.3,3,-24,nt,-8,12,39,99,98,-36
Cc1nc(SCC(=O)c2ccccc2)c([N+](=O)[O-])[nH]1,-0.6,5,-40,-1,-11,1,22,98,110,-29
CC(SCc1ccccc1)C(=O)Nc1ccc2c(c1)OCO2 (stereo unspecified),-2.5,4,-33,nt,-4,-6,10,91,82,-22
Cc1c(NC(=O)CSc2ccc3c(c2)OCCO3)c(=O)n(-c2ccccc2)n1C,-1.9,-2,nt,-1,-6,-9,14,101,96,-16
CSCCC(NC(=O)c1ccccc1)C(=O)Nc1ccc(C)cc1 (stereo unspecified),-3.3,1,nt,-3,1,-21,8,96,92,-3
O=C(CCCn1cnc([N+](=O)[O-])n1)Nc1cccc(Cl)c1Cl,-2.3,0,6,-8,3,-6,18,83,102,-7
c1csc(C(c2nnnn2C2CCCCC2)N2CCCC3(CCCCC3)C2)c1 (stereo unspecified),0.0,-1,-16,nt,nt,4,6,59,56,-20
CCOc1ccc(Cn2c(C)nc([N+](=O)[O-])c2SCC(O)CCl)cc1[N+](=O)[O-] (stereo unspecified),-2.4,1,14,0,-10,-13,1,77,89,-41
CCn1c(/C(C#N)=C(\O)CCc2ccccc2)nc2ccccc21,-1.9,0,-34,-3,-2,1,8,96,98,-31
COc1ccc(C2=CC(c3c(C)nn(-c4ccccc4)c3Cl)n3nnnc3N2)cc1OC (stereo unspecified),-3.9,5,1,-1,-14,10,5,69,63,-36
CCCCn1c(SCC2CCCCO2)nc2cc(S(N)(=O)=O)ccc21 (stereo unspecified),-2.9,2,nt,-1,-26,-10,15,88,81,-30
N#CC1=C(SCc2ccccc2Cl)NC(=O)C(C(N)=O)C1 (stereo unspecified),0.0,2,11,0,1,24,20,95,90,-39
Cc1ccc(N/N=C(\C#N)C(=N)N2CCOCC2)cc1,6.5*,-1,nt,-2,3,4,5,93,101,-28
CCn1c(N2CCN(CC(=O)c3c(C)n(C)c4ccccc34)CC2)nc2c1c(=O)[nH]c(=O)n2C,-0.8,3,-13,0,-5,-6,5,83,88,-54
CCCOC(=O)c1ccc(Cl)c(NC(=O)c2ccc(-c3ccccc3)cc2)c1,-3.9,1,100*,nt,-8,-4,3,60,71,-56
CC1(C(=O)NC23CC4CC(CC(C4)C2)C3)CC1(Cl)Cl (stereo unspecified),0.7,1,1,0,-6,-7,5,100,99,9
O=C(N1CCN(c2ccccc2)CC1)C(F)(F)C(F)(F)F,0.2,1,-6,0,0,4,3,99,90,11
Cc1cc(C(=O)CSc2nn(-c3ccccc3)c(=S)s2)c(C)n1Cc1ccco1,-1.3,3,-36,-3,0,-5,nt,75,74,-55
CCOn1c(=O)c(C)[n+]([O-])c2ccccc21,-2.4,-1,15,nt,nt,3,14,99,98,3
CCOC(=O)C1=C(CSc2nc(CC)c(C)cc2C#N)OC(N)=C(C#N)C1c1ccccc1 (stereo unspecified),-2.3,4,-12,0,-7,-2,11,29,49,-39
Nc1nc(SCC(=O)Nc2ccccc2Sc2ccccc2)n[nH]1,-0.5,3,-13,0,-7,-1,14,97,93,-46

# Two consecutive compounds out of the list so far, quoted:
SMILES,MRP-1 activ,NPY-Y2 antag,E-sel TNF inh,Phagocyt inh,Yeast life ext,GALR2 antag,Measles CPE,bCat KO growth,HCT116 PTEN-null,Yeast growth inh
CCOC(=O)C1=C(CSc2nc(CC)c(C)cc2C#N)OC(N)=C(C#N)C1c1ccccc1 (stereo unspecified),-2.3,4,-12,0,-7,-2,11,29,49,-39
Nc1nc(SCC(=O)Nc2ccccc2Sc2ccccc2)n[nH]1,-0.5,3,-13,0,-7,-1,14,97,93,-46

# Other entries:
SMILES,MRP-1 activ,NPY-Y2 antag,E-sel TNF inh,Phagocyt inh,Yeast life ext,GALR2 antag,Measles CPE,bCat KO growth,HCT116 PTEN-null,Yeast growth inh
Cc1nc2nc(-c3ccccc3)[nH]n2c(=O)c1C,-1.0,1,2,-1,-8,4,10,93,92,0
Cc1cc(C)c(NC(=O)CSc2nnc(-c3ccco3)n2N)c(C)c1,0.6,1,-16,-3,-14,0,11,96,95,-67
COc1ccc(C2=C/C(=C\c3cccc(OC(C)=O)c3)C(=O)O2)cc1,-2.3,4,-1,1,0,3,18,88,96,-28
O=C(c1ccco1)N1CCN(S(=O)(=O)c2ccc(S(=O)(=O)NC3CC3)cc2)CC1,-0.9,4,9,-1,-20,11,21,86,82,-21
Cc1ccccc1NC(=S)N(C)CCc1ccccn1,-0.1,0,16,-8,-1,10,5,95,107,-9
Nc1cnc(Br)cc1Br,-1.3,1,-9,-1,-4,-7,17,104,96,-47
COc1cccc(-n2c(SCC(N)=O)nnc2-c2c[nH]c3ccccc23)c1,-2.0,3,nt,0,-7,4,5,98,95,-3
CCOC(=O)N1CCN(C(=O)c2nn(-c3cc(OC)cc(OC)c3)c(=O)c3ccccc23)CC1,-2.5,2,-18,0,0,4,5,90,86,-39
CCCC(=O)OCCNc1cc(SCCC(=O)OC)c2nonc2c1[N+](=O)[O-],-2.9,0,nt,3,1,-8,10,87,95,-11
